M5 ag – agonists of human muscarinic M5 receptor (CHRM5) | hit rate 0.19% among 360,000 | CHO-K1 hM5 cells, Fluo-8 calcium fluorescence; 0% DMSO wells, 100% maximal acetylcholine response | AID 624037 | P08912 | activation, % at 3 µM;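 active = activation above the run's mean over test compounds plus 3 SD, cut at about 23% in these data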;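 also: signal is peak over basal fluorescence ratio across the kinetic read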
Target sequence (P08912 whole entry, looked up): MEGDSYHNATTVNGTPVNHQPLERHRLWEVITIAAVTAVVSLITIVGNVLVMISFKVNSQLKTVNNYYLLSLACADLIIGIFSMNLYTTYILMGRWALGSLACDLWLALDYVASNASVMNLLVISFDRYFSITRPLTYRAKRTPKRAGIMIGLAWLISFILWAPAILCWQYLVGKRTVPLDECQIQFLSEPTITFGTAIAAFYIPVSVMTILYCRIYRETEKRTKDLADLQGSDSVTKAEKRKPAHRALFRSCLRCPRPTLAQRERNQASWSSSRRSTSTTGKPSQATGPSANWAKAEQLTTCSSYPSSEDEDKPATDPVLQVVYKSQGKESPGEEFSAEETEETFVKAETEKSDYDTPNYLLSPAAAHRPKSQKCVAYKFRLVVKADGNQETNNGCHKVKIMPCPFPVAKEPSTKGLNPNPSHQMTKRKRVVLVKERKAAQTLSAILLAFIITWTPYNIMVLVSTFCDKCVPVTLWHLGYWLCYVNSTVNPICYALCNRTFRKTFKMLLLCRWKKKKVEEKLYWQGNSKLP
CHO-K1 Ca PAM – counter-screen for M1 PAMs: effect in parental CHO-K1 cells. ATP EC20, Fluo-8 calcium fluorescence; 0% at ATP EC20, 100% at ATP max. AID 602247. hit rate 0.02% among 360,000. activation, % at 3 µM;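 active = activation above the run cutoff, the mean activation of all test compounds plus 3 SD, cut at about 40% in these data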;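 also: peak over basal fluorescence ratio in a 140 s read after ATP addition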
M4 PAM – potentiates acetylcholine response at human M4 receptor. CHO-K1 hM4/Gqi5, Fluo-8 calcium fluorescence, ACh EC20; 0% = ACh EC20, 100% = maximal ACh. activation, % at 3 µM. hit rate 0.4% among 360,000. AID 624126;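 active = activation above its plate's cutoff, the mean activation of sample wells plus 3 SD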; also: some results filed as inactive read as strong as hits
M5 antag – CHRM5 antagonism in calcium assay; inhibition, % at 3 µM; P08912; hit rate 0.59% among 360,000; CHO-hM5 cells, Fluo-8 calcium fluorescence, ACh EC80;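 active = inhibition above a per-plate cutoff, the mean of that plate's test compounds plus 3 SD, cut at about 27% in these data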;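 also: 0% = acetylcholine EC80 with DMSO and 100% = DMSO without agonist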
TAAR1 antag – antagonists of human TAAR1. inhibition, % at 3 µM. CHO RD-HGA16 TAAR1, Fluo-8 calcium fluorescence, antagonist. Q96RJ0. hit rate 1.5% among 360,000;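 active = inhibition above a per-plate cutoff, the mean inhibition of test compounds on that plate plus 3 SD, cut at about 49% in these data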;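 also: 0% = DMSO plus EC80 beta-PEA response and 100% = DMSO alone without agonist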
Target sequence (Q96RJ0 whole entry, looked up): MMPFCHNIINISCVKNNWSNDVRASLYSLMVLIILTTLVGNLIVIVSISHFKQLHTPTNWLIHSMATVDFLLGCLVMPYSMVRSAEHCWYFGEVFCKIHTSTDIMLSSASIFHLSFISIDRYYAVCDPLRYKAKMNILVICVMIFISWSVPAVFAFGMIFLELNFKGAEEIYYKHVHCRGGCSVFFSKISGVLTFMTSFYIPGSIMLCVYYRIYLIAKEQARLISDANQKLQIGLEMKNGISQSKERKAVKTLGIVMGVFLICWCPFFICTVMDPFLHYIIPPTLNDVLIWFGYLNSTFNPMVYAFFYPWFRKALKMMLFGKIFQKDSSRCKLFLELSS
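Test system: RD-HGA16 CHO cells with stable hTAAR1 and Gα16 / Probe or stimulus: EC80 β-phenethylamine stimulus / Times: seeding 17-24 h prior, 75-min 37 °C, 30-min RT dye loading / Detection: Fluo-8 calcium-sensitive fluorescence / Read-out basis: % inhibition scaled between DMSO and EC80 PEA controls / Repeats: singlicate, one well per test compound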
M5 PAM – positive allosteric modulators of human muscarinic M5 receptor. P08912. CHO-K1 hM5, Fluo-8 calcium, ACh EC20 PAM; 0% = ACh EC20, 100% = ACh EC100. activation, % at 3 µM. hit rate 0.3% among 360,000. AID 624038;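 active = activation above the run cutoff, the mean activation of all test compounds plus 3 SD, cut at about 18% in these data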
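System: CHO-K1 hM5 cells. Reagent: acetylcholine, EC20 level. Compound dosing: single dose, 3 µM nominal final test concentration. Timing: Post-acetylcholine fluorescence recording 140 s. Detection: Fluo-8 calcium fluorescence. Read-out: % activation, ACh-normalized. Benchmarks: ACh EC20 and EC100 wells. Repeats: singlicate, one well per test compound.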
TAAR1 agonist – human TAAR1 agonism; Q96RJ0; CHO RD-HGA16 TAAR1, Fluo-8 calcium fluorescence; vehicle wells 0%, saturating PEA agonist 100%; activation, % at 3 µM; hit rate 0.99% among 360,000; AID 624467;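 active = activation above the mean activation of all test compounds in the run plus 3 SD, cut at about 38% in these data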
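System: CHO RD-HGA16 cells carrying human TAAR1 plus Gα16; Incubation: 17-24 h seeding, 75 min 37 °C dye, 30 min RT; Measured by: Fluo-8 fluorescence, 5 s baseline then 140 s kinetic read; Control set: DMSO and PEA EC100; Replication: single well for each compound.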
CRFBP-R2 block – blocks CRF-induced signaling of the CRF-BP/CRF-R2 complex. HEK293 CRF-R2/CRF-BP, CRF-induced calcium fluorescence. inhibition, % at 11.8 µM. hit rate 0.59% among 350,000;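 active = inhibition of the ligand-induced calcium signal above about 50% at the single tested concentration, limit read from the data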
CRFR2-BP ag – agonists of human CRF-binding protein/CRF-R2 receptor complex. AID 588473. activation, % at 13.2 µM. hit rate 0.46% among 350,000. HEK293 CRF-R2/CRF-BP, calcium dye fluorescence (FLIPR); percent of saturating CRF peptide response;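 active = activation of at least 50%, plus an integration ratio under a set limit after plate pattern correction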;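 also: plate controls were neutral control wells without compound for no effect and CRF at EC100 for full effect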
Numbers without * were called inactive; . = no result given. Hits appear at their usual frequency. Share with any hit: about 4.2%.

Every second line gives: M5 ag	CHO-K1 Ca PAM	M4 PAM	M5 antag	TAAR1 antag	M5 PAM	TAAR1 agonist	CRFBP-R2 block	CRFR2-BP ag
O=C(NCCCc1ccccc1)C(=O)NCC1OCCN1S(=O)(=O)c1ccc(F)cc1 (stereo not given)
 : 0	7	3	2	-23	4	3	19	-1.9
COc1ccc(-n2nnc3c(=O)n(CC(=O)N4CCC(Cc5ccccc5)CC4)cnc32)cc1
 : 1	20	2	-1	1	-3	1	-4	1.5
CCOC(=O)CC(NC(=O)c1cccs1)c1ccc(OCC)cc1 (stereo not given)
 : -1	0	14	0	-3	6	2	-9	0.4
Cc1ccc(CC(=O)NCc2ccc(F)cc2)cc1
 : -1	21	-4	1	-12	-2	10	-7	0.8
Cc1ccc(S(=O)(=O)NCc2cccnc2)c(C)c1
 : -4	7	-4	9	-3	-1	0	4	0.6
O=C(NC1CCCCC1)C(c1ccccc1)N(C(=O)c1cccs1)c1ccc2c(c1)OCO2 (stereo not given)
 : 3	-1	2	-6	10	4	-1	18	-0.9
Clc1ccc(-n2nnnc2-c2cnc(-c3ccncc3)nc2-c2cccs2)cc1
 : -9	11	-2	-4	-7	3	-1	1	1.9
COc1ccc(C)cc1NC(=O)CN1C(=O)COc2ccc(S(=O)(=O)N3CCC(C)CC3)cc21
 : -3	-13	3	4	-14	0	-1	-4	-0.1
COc1ccccc1C(=O)NC(=O)COC(=O)c1ccc(NC(=O)CC#N)cc1
 : 2	-18	3	4	8	0	6	5	3.7
Cc1cccc(NC(=O)c2cc(C)nc3ccccc23)c1
 : -5	1	0	-2	-6	-2	5	5	1.8
CSc1ncccc1C(=O)OCc1ccc(Br)cc1
 : -6	17	-5	4	24	-2	10	10	2.1
Cc1cccc(C)c1OCC(=O)N(Cc1ccco1)C1CCS(=O)(=O)C1 (stereo not given)
 : 2	4	-3	-1	.	1	.	-1	-3.2
Cn1c(N)c(C(=O)COC(=O)c2cc(S(=O)(=O)N3CCOCC3)ccc2F)c(=O)n(C)c1=O
 : 0	5	9	-7	2	9	1	-12	0.2
Cn1c(CN2CCCC2)c(C#N)c2ccccc21
 : -4	3	5	-4	14	4	5	10	-0.7
CC1SC2(NC1=O)C1CC3CC(C1)CC2C3 (stereo not given)
 : -9	3	5	5	-2	6	2	-9	0.4
Cn1c(C(=O)NCCN2CCCCCC2)cc2c(=O)n(C)c3ccccc3c21
 : -1	15	2	-3	-41	-2	4	-10	-1.3
O=c1[nH]c(/C=C\c2cccnc2)c([N+](=O)[O-])c(=O)[nH]1
 : -1	7	-2	0	0	2	13	7	1.3
COc1ccc(Cl)cc1C(=O)N1CCN=C1SC
 : 3	7	9	-1	8	-6	1	3	-1.4
Cc1nc(-c2ccccn2)nc(SCC(=O)c2ccccc2)c1Cl
 : 2	11	-6	-1	5	2	0	5	-0.3
COC(=O)c1ccc(CSc2nc3ccc(Cl)cc3[nH]2)o1
 : -5	1	0	-4	-16	-6	12	24	-0.3
CCn1c(O)c(N=Nc2ccc3ccccc3n2)c2ccccc21
 : -5	11	-3	0	-25	4	0	-1	2.8
C=C(C)C1CC=C(C)/C(=N/NC(=O)COc2ccccc2Cl)C1 (stereo not given)
 : -3	23	0	-6	10	6	1	-13	-1.2
CCCC(=O)N1CCN(c2ccc(NC(=O)c3ccccc3)cc2)CC1
 : -1	17	3	-4	9	0	2	-32	0.6
O=C(CSc1nnc(CNC(=O)c2c(F)cccc2Cl)o1)Nc1ccc2c(c1)OCCO2
 : -8	10	-5	0	-1	-7	16	-29	0.6
CC1=C(C(=O)N(C(C)C)C(C)C)CC(CC(=O)NCC2CCCCC2)C(=O)N1Cc1ccc(F)cc1 (stereo not given)
 : -2	9	-8	-1	-21	0	0	.	.
C/C(=N\NC(=O)c1ccco1)c1cc2ccccc2o1
 : 0	17	-1	-4	7	9	0	-10	-0.8
COCCNC(=S)N(CCc1c(C)[nH]c2ccc(OC)cc12)Cc1ccco1
 : -5	13	-2	5	28	-6	4	30	-1.4
COc1ccc(OCC(=O)N2CCN(c3cccc(Cl)c3)CC2)cc1
 : -4	17	-1	4	-2	-1	2	-2	3.9
Cc1ccc(C)c(C(=O)CSc2nnnn2-c2cccnc2)c1
 : -2	15	-1	-7	4	4	1	10	0.8
CN(C)CCCN(C(=O)c1ccc(S(=O)(=O)N(C)C2CCCCC2)cc1)c1nc2ccc(Br)cc2s1
 : -7	-6	0	3	28	-4	32	-20	4.2

Some of the entries above in a different format:
Cc1ccc(S(=O)(=O)NCc2cccnc2)c(C)c1
  M5 ag: -4
  CHO-K1 Ca PAM: 7
  M4 PAM: -4
  M5 antag: 9
  TAAR1 antag: -3
  M5 PAM: -1
  TAAR1 agonist: 0
  CRFBP-R2 block: 4
  CRFR2-BP ag: 0.6
O=C(NC1CCCCC1)C(c1ccccc1)N(C(=O)c1cccs1)c1ccc2c(c1)OCO2 (stereo not given)
  M5 ag: 3
  CHO-K1 Ca PAM: -1
  M4 PAM: 2
  M5 antag: -6
  TAAR1 antag: 10
  M5 PAM: 4
  TAAR1 agonist: -1
  CRFBP-R2 block: 18
  CRFR2-BP ag: -0.9

Single records (already shown):
Record of Cc1ccc(CC(=O)NCc2ccc(F)cc2)cc1 → M5 ag: -1; CHO-K1 Ca PAM: 21; M4 PAM: -4; M5 antag: 1; TAAR1 antag: -12; M5 PAM: -2; TAAR1 agonist: 10; CRFBP-R2 block: -7; CRFR2-BP ag: 0.8
Record of COCCNC(=S)N(CCc1c(C)[nH]c2ccc(OC)cc12)Cc1ccco1 → M5 ag: -5; CHO-K1 Ca PAM: 13; M4 PAM: -2; M5 antag: 5; TAAR1 antag: 28; M5 PAM: -6; TAAR1 agonist: 4; CRFBP-R2 block: 30; CRFR2-BP ag: -1.4

The listing continues:
Every second line gives: M5 ag	CHO-K1 Ca PAM	M4 PAM	M5 antag	TAAR1 antag	M5 PAM	TAAR1 agonist	CRFBP-R2 block	CRFR2-BP ag
COc1ccccc1/C=C1\SC(=S)N(CCC(=O)Nc2ccc(C(=O)O)c(O)c2)C1=O
 : -1	11	-10	15	9	-6	1	-13	4.8
Cc1ccc2c(c1)C(=O)C(=O)N2Cc1ccc(Cl)cc1
 : 34*	14	-4	0	55*	-3	9	-21	2.4
CCc1ccc(C2C(C#N)=C(N)Oc3cc(N)ccc32)cc1 (stereo not given)
 : -3	10	5	4	7	-5	2	-31	9.5
CCOCCCN(C)C1CCN(C(=O)c2oc3ccccc3c2NC(=O)Cc2ccc(F)cc2)CC1
 : -9	8	-9	-6	-1	9	0	-16	2.5
O=C(CC1SC(=Nc2ccc3c(c2)OCCO3)NC1=O)Nc1ccc(F)cc1F (stereo not given)
 : 1	17	2	6	-21	1	2	5	4.8
CCCN(CCC)c1nc(N)nc(-c2cc(Cl)ccc2OC)n1
 : -8	11	17	9	-3	-7	18	1	1.8
CC1(C)COC2(OC1)C(=O)N(CN1CCOCC1)c1ccccc12
 : 2	13	-2	-11	-16	11	3	18	-1.8
O=C(Nc1cccc(C(=O)O)c1)/C(=C\c1ccc2c(c1)OCO2)NC(=O)c1ccco1
 : 2	3	-8	9	-3	-12	7	14	-0.7
CC1(Cc2ccc(C(F)(F)F)o2)C(=O)Nc2cc(-c3ccc(F)cc3F)ccc21 (stereo not given)
 : 1	-7	-5	10	-2	-10	19	.	.
CC(C)(Cc1ccccc1)/[N+]([O-])=C\c1ccccc1
 : 1	9	6	-2	-1	8	4	2	-1.1
CC(=O)OC(C(=O)NC1CCCCC1)c1ccc(Cl)cc1 (stereo not given)
 : -6	-12	13	-3	7	-8	2	-8	-0.1
O=C(COC(=O)c1ccc(-n2cnnn2)cc1)c1ccc(Br)cc1
 : 0	6	3	3	-5	-4	0	4	1.6
COc1ncnc2c1ncn2CCCNCC(C)c1ccccc1 (stereo not given)
 : -1	11	-6	-9	47	4	65*	-1	-1.2
CC(C)(C)n1nc2c(c1NC(=O)c1ccco1)CS(=O)C2 (stereo not given)
 : -3	12	0	-8	-4	-8	6	13	-0.8
N=C1S/C(=C\c2ccco2)C(=O)N1c1nccs1
 : 0	9	-2	13	12	-4	5	12	-0.2
CC(=O)c1c(C)nc2ccccc2c1N
 : -3	-7	14	-16	-6	-3	13	-3	3.0
C=CCNC(=S)/N=c1/ccccn1C
 : -21	13	-12	16	-36	-13	3	3	0.6
Cc1ccc(OCC(=O)N2CCOCC2)c([N+](=O)[O-])n1
 : -1	22	26	4	-3	7	2	-11	1.4
CC(C)CN1CCC(C(=O)N2CCN(c3ccccc3F)CC2)CC1
 : -4	16	-2	0	2	-2	3	-5	-1.8
CN(C)C(=S)Nc1ccc2c(c1)OCCO2
 : 0	-14	-1	7	-6	-4	1	-3	0.2

M5 ag: what is marked active above
smiles,M5 ag,M4 PAM,M5 antag,CRFBP-R2 block,CRFR2-BP ag
Cc1ccc2c(c1)C(=O)C(=O)N2Cc1ccc(Cl)cc1,34*,-4,0,-21,2.4
